Growth percent in the NCI-60 one-dose screen (48 h, 10 µM unless noted): 100 = growth as untreated, 0 = no growth, -100 = all killed.
BT-549: BT-549 breast cancer; 4.4% of 78,000 active
LOX IMVI: LOX IMVI melanoma | 7.4% of 79,000 active | AID 1794757
MALME-3M: MALME-3M melanoma; 5.8% of 78,000 active; AID 1794766
HS 578T: HS 578T breast cancer; 4.1% of 78,000 active; AID 1794788
UACC-257: UACC-257 melanoma. 4.4% of 78,000 active
SK-MEL-2: SK-MEL-2 melanoma; 4.7% of 77,000 active; AID 1794763
UACC-62: UACC-62 melanoma | 5.4% of 81,000 active | AID 1794756
T-47D: T-47D breast cancer; AID 1794792; 5% of 79,000 active
* marks the source's active call; other numbers are inactive results; . = no result given; & = joins results of further samples. How the source made its calls: active means growth percent below 10; inactive means the rest.

SMILES | BT-549 | LOX IMVI | MALME-3M | HS 578T | UACC-257 | SK-MEL-2 | UACC-62 | T-47D
O=C1S/C(=C\c2ccco2)C(=O)N1/N=C/c1ccco1 | 88.7 | 95.3 | 105.7 | 92.0 | 101.1 | 105.1 | 95.3 | 90.6
COc1ccc(C(O)(c2ccc(OC)cc2)c2ccccc2OC)cc1 | 98.0 | 94.5 | 108.4 | 112.9 | 111.7 | 84.6 | 88.8 | 87.5
CCc1c2ccc(N(S(=O)(=O)c3ccc(C)cc3)S(=O)(=O)c3ccc(C)cc3)cc2nc2c1c(=O)n1c3ccccc3c3cc(C(=O)OC)nc2c31 | 105.0 | 87.0 | 111.0 | 87.9 | 131.2 | 106.3 | 85.8 | 92.5
CCN1C(=S)NN(C(SC)(SC)C(C#N)C#N)C(SC)C(C#N)=C1N (configuration not stated) | 99.6 | 90.8 | 82.4 | 105.1 | 118.6 | 95.0 | 92.1 | 83.3
CCOC(=O)c1ccc(NCCC(C)=O)cc1 | 79.6 | 108.5 | 103.0 | 142.2 | 127.1 | 104.9 | 87.0 | 91.9
CC/C(=N/OCc1ccccc1)C(=O)O | 92.1 | 97.7 | 95.7 | 114.0 | 67.4 | 97.8 | . | 71.7
Cc1cc(N(CCCNc2ccnc3cc(Cl)ccc23)Cc2ccc3c(c2)OCO3)nc(N2CCCCC2)n1 | -24.0* | -89.0* | -81.6* | -32.4* | . | -67.5* | -54.7* | -37.3*
Cc1nn(-c2ccccc2)c2nc(N)c(C3=NCCO3)nc12 | 92.6 | 94.7 | 88.6 | 82.2 | . | 110.7 | 96.5 | 77.5
Cc1cccc(OCc2nnc(/N=C/c3cc4ccccc4nc3Cl)s2)c1 | 96.9 | 92.7 | 97.2 | 97.9 | 115.9 | 93.2 | 92.7 | 75.4
C=C(C)[C@@H]1CC[C@]2(COC(=O)c3cccc(OC(C)=O)c3)CC[C@]3(C)[C@H](CC[C@@H]4[C@@]5(C)CC[C@H](O)C(C)(C)[C@@H]5CC[C@]43C)[C@@H]12 | 108.1 | 100.9 | 110.4 | 99.4 | 109.0 | 111.5 | 95.4 | 98.1
CCOC(=O)C1CCN(C(=O)c2ccccc2)C(CC)C1=O (configuration not stated) | 105.3 | 97.8 | 108.1 | 108.5 | 104.1 | 106.7 | 94.2 | .
CN1C(=O)C(Nc2ccc(C(=O)Nc3ccc(F)cc3)cc2)=C(c2ccc(Cl)cc2)C1=O | 89.2 | 71.4 | 77.8 | 99.7 | 74.3 | 71.2 | 62.4 | 60.4
CC(C)(C#N)OC(=O)Nc1ccccc1 | 108.2 | 93.4 | 98.9 | 113.5 | 105.3 | 101.9 | 106.2 | 98.3
CCOC(=O)c1noc2c1CCc1c-2cn(Cc2ccccc2)c1-c1ccccc1 | 66.9 | 63.7 | 96.4 | 102.1 | 103.6 | 88.4 | 98.0 | 69.2
Cc1ccc(NCCNCC(C)(C)O)c2c(=O)c3ccc(Cl)cc3sc12 | . | -92.6* | -71.8* | 50.4 | 78.5 | 57.4 | -66.6* | 27.4
CCOC(CSCc1ccccc1)OCC | 108.4 | 102.2 | 94.8 | 113.2 | 100.6 | 98.5 | 91.5 | 114.5
COc1ccc2nc(-c3ccc(Cl)cc3)cc(C(=O)N3N=C(c4ccc(N)cc4)CC3c3ccc(OC)c(OC)c3)c2c1 (configuration not stated) | 90.8 | 94.4 | 105.9 | 108.5 | 106.8 | 97.1 | 100.4 | 77.8
CC1=C(/C=C/C(C)=C/C=C/C(C)=C/C=O)C(C)(C)CCC1 | 110.2 | 95.6 | 74.3 | 90.9 | 102.0 | 108.2 | 95.7 | 102.6
CCCCCCCCCC1=NC(C)(C)CN1C(C)(C)CO | 105.4 | 85.6 | 105.7 | 100.5 | 120.7 | 123.8 | 98.8 | 152.8
Cc1ccc2c(c1)n([O-])c1cc(Cl)ccc1[n+]2=O | 108.3 | 129.1 | 97.8 | 134.6 | 97.1 | 92.5 | 89.0 | 93.9
C=CCOc1c(CCC)cc(C(=O)OCC)cc1CCC | 100.2 | 96.2 | 104.8 | . | 72.0 | . | 85.7 | 108.2
CCCCCCNC(=O)Oc1ccc(/C(=C(/CC)Cc2ccccc2)c2ccc(OCCCN(C)C)cc2)cc1 | 82.8 | -15.0* | 83.3 | 86.3 | 80.8 | 106.0 | 94.9 | 54.4
O=C=Nc1cc(Cl)ccc1Cl | . | 106.0 | 120.0 | 96.7 | 105.5 | . | 97.2 | 102.2
O=C1NC(=O)/C(=C\c2cn(-c3ccccc3)nc2-c2cccs2)S1 | 83.7 | 59.4 | 95.1 | 105.7 | 82.4 | 71.1 | 68.7 | 69.8
COc1ccc([N+](=O)[O-])cc1I | 97.0 | 105.6 | 105.9 | 95.1 | 109.0 | 94.9 | 92.5 | 87.4
SMILES | BT-549 | LOX IMVI | MALME-3M | HS 578T | UACC-257 | SK-MEL-2 | UACC-62 | T-47D
CCCCOC(c1cc2c(cc1Br)OCO2)C(C)Br (configuration not stated) | 108.0 | 92.1 | 103.7 | 106.8 | . | 124.1 | 97.6 | 96.4
O=C(/C=C/c1cn(-c2ccccc2)nc1-c1ccc(Cl)cc1)c1ccc(F)cc1 | 96.0 | 68.7 | 87.5 | 95.7 | 103.7 | 88.6 | 59.0 | 38.9
O=S(=O)(CC(O)(c1ccccc1)c1ccccc1)CC(O)(c1ccccc1)c1ccccc1 | 101.7 | 76.0 | 61.8 | 65.3 | 102.4 | 109.5 | 93.7 | .
O=C(Nc1cccc(-n2cc(-c3ccncc3)c(-c3cc(O)cc(Cl)c3)n2)c1)Nc1ccc(Cl)c(C(F)(F)F)c1 | 47.6 | 2.1* | -24.9* | 21.7 | -40.0* | -37.9* | -1.4* | 25.0
S=c1[nH]c2ccccc2[nH]c1=S | 107.7&86.2 | 100.4&78.6 | 98.2&88.7 | 97.9&93.4 | 95.2&105.3 | 110.7&99.3 | 98.8&93.6 | 102.8&108.0
O=C(O)CCn1c(O)c(N=Nc2cccc3c2C(=O)c2ccccc2C3=O)sc1=S | 101.0 | 95.2 | 106.4 | 91.3 | 103.6 | 107.4 | 95.5 | 84.3
Cc1[nH]nc(-c2ccc(OCc3ccc(Cl)cc3)cc2O)c1Oc1ccccc1 | 107.0 | 90.8 | 103.5 | 90.5 | 108.2 | 85.6 | 80.4 | 59.0
O=C(Nc1ccc(-c2nc3ccccc3c(=O)[nH]2)cc1)c1ccccc1 | 82.8 | 91.8 | 85.9 | 69.3 | 82.6 | 83.8 | 82.8 | 72.5
Cn1cccc1-c1cc(-c2cccs2)c(C#N)c(=O)[nH]1 | 110.4 | 93.1 | 91.0 | 83.3 | 100.3 | 105.4 | 89.1 | .
COc1ccc(-c2nc3c(c(N)c2C#N)C2C(=C(C)OC4C(OC)c5occc5C(OC)C24)S3)cc1 (configuration not stated) | 105.2 | 102.7 | 115.1 | 102.4 | 105.6 | 106.4 | 91.1 | 90.8
O=C(NCc1ccccc1)C(c1ccc(OCCBr)cc1)N(C(=O)CCc1ccc(O)cc1)C1CC1 (configuration not stated) | 96.6 | 91.8 | 89.1 | 86.0 | 75.9 | 94.4 | . | 73.7
Cc1cc(C)n(-c2nnc3n2N=C(c2ccc(-c4ccccc4)cc2)CS3)n1 | 48.7 | 35.2 | 43.5 | 49.2 | 53.7 | -12.1* | 40.5 | 48.7
CCc1ccc(/C(C#N)=C/C=C/c2ccccc2)cc1 | 68.5 | 44.0 | 51.2 | 39.7 | 31.5 | -12.2* | 29.6 | 35.3
CS(=O)(=O)Nc1cc(-c2ccc3ncc(C#N)c(NCc4ccccc4)c3c2)cnc1Cl | . | -32.6* | -38.7* | -21.2* | 1.4* | -42.2* | -28.0* | 0.2*
CC1CN=C(C(c2ccccc2)c2ccc(Br)cc2)N1CCO (configuration not stated) | 89.3 | 74.4 | 119.4 | 102.0 | 96.3 | 85.5 | 85.2 | 102.1
CC(Cl)C(O)C#N (configuration not stated) | 108.7 | 100.8 | 98.6 | 95.9 | 96.7 | 107.1 | 103.0 | 105.1
N=C(N)SCCSC(=N)N | 104.0 | 107.5 | 103.5 | . | 127.1 | 74.7 | 112.0 | 108.0
CCC(C)C(NC(=O)OCc1ccccc1)C(=O)NC(C(=O)O)C(C)C (configuration not stated) | 108.5 | 107.5 | 99.4 | 141.4 | 98.6 | . | 106.6 | 109.6
CCOC(=O)c1csc(NC(=O)COc2cccc(/C=C3\CSc4ccccc4C3=O)c2)n1 | -88.0* | -93.9* | -52.6* | -11.0* | 84.5 | -49.8* | 64.4 | 73.8
COc1ccc2[nH]cc(-c3nn4cc(-c5nccs5)nc4s3)c2c1 | 99.1 | 78.2 | 85.7 | 86.0 | 115.5 | 95.9 | 85.7 | 60.8
O=c1n(Cc2ccc3ccccc3c2)c2ccccc2n1Cc1ccc2ccccc2c1 | 91.9 | 85.5 | 62.3 | 57.4 | 97.3 | . | 88.9 | 88.7
CC(=O)C1=C(C)NC(NN)=NC1c1cccc(Cl)c1 (configuration not stated) | 118.6 | 111.4 | 104.5 | 114.4 | 113.4 | 111.7 | 93.9 | 100.6
CCCCCCOc1ccc(/C=N/Nc2cc(C)nc3ccc(Cl)cc23)cc1 | 109.4 | -94.5* | -48.7* | 28.5 | 115.9 | 93.9 | 76.8 | 34.5
Cc1ccc(N(C(=O)C2CC2c2ccc(F)c(F)c2)C(C(=O)NCCN2CCOCC2)c2ccc([N+](=O)[O-])cc2)cc1 (configuration not stated) | 95.1 | 100.6 | 94.1 | 85.5 | 86.9 | 100.0 | 99.0 | 82.5
COc1ccc(N=C(C)CC(C)=O)cc1 | 101.9 | 100.6 | 117.2 | 95.2 | 101.7 | 109.8 | 105.1 | 94.7
SMILES | BT-549 | LOX IMVI | MALME-3M | HS 578T | UACC-257 | SK-MEL-2 | UACC-62 | T-47D
CCOC(=O)CCCCCCCCC(=O)Cl | 110.4 | 101.3 | 100.8 | . | 91.8 | 113.7 | 103.4 | 95.3
N#Cc1cnn(C(=O)c2ccccc2Br)c1NC(=O)c1ccc(Br)cc1Cl | 91.1 | . | 95.8 | . | 98.5 | 111.1 | 101.3 | 97.0
C=CCc1c(O)c(C=O)c(OC)c2c(=O)cc(-c3ccc(OC)cc3)oc12 | 99.0 | 84.7 | 101.4 | 93.0 | 105.2 | 113.4 | 81.9 | 93.8
CCCCCCCCCCSc1ncnc2nc[nH]c12 | 75.8 | 56.3 | 101.9 | 91.4 | 48.5 | 100.5 | 69.9 | 47.9
CCN(CC)CCCC(C)Nc1ccnc2ccc(N(C)C)cc12 (configuration not stated) | 105.6 | 92.5 | 103.1 | 72.3 | 103.6 | 106.9 | 103.2 | 101.5
CC(=O)OC1Oc2cc(C)c(C)cc2-c2oc(=O)c(-c3cc4ccc(N(C)C)cc4oc3=O)cc21 (configuration not stated) | 59.3 | 101.3 | 68.1 | 112.3 | 73.4 | 92.4 | 61.6 | 26.3
COc1cccc(NC(=O)Nc2ccc(Nc3ncnc4[nH]c(C)c(C)c34)cc2F)c1 | 107.8 | 99.8 | 104.1 | 94.4 | 111.9 | 112.3 | 94.8 | 102.2
CCCCC1COc2cccc3c2N1C=C/C3=C\C(=O)n1ccc2ccccc21 (configuration not stated) | 89.9 | 76.0 | 69.3 | 88.0 | 85.6 | 70.7 | 56.3 | .
CNC(=O)c1cc(Oc2ccc(NC(=O)Nc3ccc(Cl)c(OC4CCCCC4)c3)c(F)c2)ccn1 | 72.6 | 42.3 | 69.0 | 66.0 | 23.3 | 55.3 | 32.2 | 5.1*
CCOC(=O)n1cc(-c2nonc2-c2cn(C(=O)OCC)c3ccc(OC)cc23)c2cc(OC)ccc21 | 112.5 | 95.9 | 99.5 | 92.0 | 100.4 | 102.1 | 75.2 | 99.0
N=C(N)c1ccc(-c2ccc(-c3ccc4ccccc4c3)s2)s1 | 82.5 | -56.6* | 85.9 | 91.6 | 77.0 | 100.8 | -6.7* | 7.0*
O=[N+]([O-])c1cccc(Oc2ncccc2[N+](=O)[O-])c1 | . | . | . | 112.0 | 115.7 | 112.0 | 106.3 | 112.4

Reformatted with values under each structure: entries from further up
Results follow in this order: BT-549, LOX IMVI, MALME-3M, HS 578T, UACC-257, SK-MEL-2, UACC-62, T-47D
- Cc1ccc(N(C(=O)C2CC2c2ccc(F)c(F)c2)C(C(=O)NCCN2CCOCC2)c2ccc([N+](=O)[O-])cc2)cc1 (configuration not stated)
 : 95.1, 100.6, 94.1, 85.5, 86.9, 100.0, 99.0, 82.5
- COc1ccc(N=C(C)CC(C)=O)cc1
 : 101.9, 100.6, 117.2, 95.2, 101.7, 109.8, 105.1, 94.7
- CCOC(=O)CCCCCCCCC(=O)Cl
 : 110.4, 101.3, 100.8, ., 91.8, 113.7, 103.4, 95.3
- N#Cc1cnn(C(=O)c2ccccc2Br)c1NC(=O)c1ccc(Br)cc1Cl
 : 91.1, ., 95.8, ., 98.5, 111.1, 101.3, 97.0
- C=CCc1c(O)c(C=O)c(OC)c2c(=O)cc(-c3ccc(OC)cc3)oc12
 : 99.0, 84.7, 101.4, 93.0, 105.2, 113.4, 81.9, 93.8
- CCCCCCCCCCSc1ncnc2nc[nH]c12
 : 75.8, 56.3, 101.9, 91.4, 48.5, 100.5, 69.9, 47.9
- CCN(CC)CCCC(C)Nc1ccnc2ccc(N(C)C)cc12 (configuration not stated)
 : 105.6, 92.5, 103.1, 72.3, 103.6, 106.9, 103.2, 101.5
- CC(=O)OC1Oc2cc(C)c(C)cc2-c2oc(=O)c(-c3cc4ccc(N(C)C)cc4oc3=O)cc21 (configuration not stated)
 : 59.3, 101.3, 68.1, 112.3, 73.4, 92.4, 61.6, 26.3
- COc1cccc(NC(=O)Nc2ccc(Nc3ncnc4[nH]c(C)c(C)c34)cc2F)c1
 : 107.8, 99.8, 104.1, 94.4, 111.9, 112.3, 94.8, 102.2
- CCCCC1COc2cccc3c2N1C=C/C3=C\C(=O)n1ccc2ccccc21 (configuration not stated)
 : 89.9, 76.0, 69.3, 88.0, 85.6, 70.7, 56.3, .
- CNC(=O)c1cc(Oc2ccc(NC(=O)Nc3ccc(Cl)c(OC4CCCCC4)c3)c(F)c2)ccn1
 : 72.6, 42.3, 69.0, 66.0, 23.3, 55.3, 32.2, 5.1*

Screening results (PubChem)
